Arrestin-AP2 inh – inhibitors of human beta-arrestin and AP2 interaction | hit rate 0.31% among 340,000 | FITC-arrestin peptide / GST-AP2 beads, flow cytometry; AP2 beta2 appendage carries R879A mutation | inhibition, % at 10 µM | AID 504490;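 active = inhibition above a set limit, near 3 SD of compounds lacking own fluorescence, cut at about 54% in these data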;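 note: plate controls were DMSO wells for no effect and 5 µM unlabelled arrestin peptide for full effect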
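System: GST-AP2 R879A glutathione beads | Also added: FITC-arrestin peptide, 50 nM | Times: 12 min plus 1 h, RT | Signal: Bead flow cytometry, FITC channel | Buffer or medium: PBS with 0.05% Tween 20 and 0.1% BSA | Read-out basis: Percent drop in bead-associated FITC signal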
NSD2 HMT inh – NSD2 (human) methyltransferase inhibition; AID 743445; O96028; inhibition, % at 12.5 µM; NSD2 peptide methylation, AlphaScreen, 120 min; hit rate 0.54% among 310,000; in the data active = inhibition above about 50%
MITF TRPM1 HTS – activators of MITF-driven TRPM1 promoter activity in SK-MEL-5 cells | activation, % at 12.5 µM | AID 588334 | hit rate 0.75% among 300,000 | SK-MEL-5 TRPM1-promoter luciferase, 24 h; % of positive control, neutral wells = 0;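 active = mean activation of at least 80% with every replicate also reaching 80%; inconclusive = mean reaches 80% but some replicate falls short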;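 note: 0% = neutral control wells and 100% = parthenolide positive control wells; values of inactives mirror those of a sister screen read the other way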
SUMO Mot1 rescue – blocks SUMOylation pathway, rescuing yeast Mot1-301 growth | S. cerevisiae Mot1-301 growth rescue, ATP luminescence, 38.5C; percent above DMSO median, 100 means doubled | growth rescue, % at 18.8 µM | hit rate 1% among 320,000;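 active = every valid replicate shows activation above 250% relative to neutral control wells; inactive = the rest, any valid replicate at or below 250%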;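 note: OY570 slx delta 5 strain wells were the positive control but not used for scaling; some compounds called inactive have numbers as strong as hits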
SR-BI DiI inh – blocks mouse SR-BI lipid uptake from DiI-HDL | Q61009 | ldlA[mSR-BI] CHO cells, DiI-HDL uptake fluorescence, 3 h | inhibition, % at 12.5 µM | hit rate 0.96% among 320,000 | AID 488896;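 active = mean replicate inhibition of at least 70% and a set share of replicates each scoring 70 or more; inconclusive = meets just one of the two criteria; inactive = fails both criteria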;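 note: 0% = median of neutral control wells and 100% = median of positive control wells; values of inactives mirror those of a sister screen read the other way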
Target sequence (Q61009 whole entry, looked up): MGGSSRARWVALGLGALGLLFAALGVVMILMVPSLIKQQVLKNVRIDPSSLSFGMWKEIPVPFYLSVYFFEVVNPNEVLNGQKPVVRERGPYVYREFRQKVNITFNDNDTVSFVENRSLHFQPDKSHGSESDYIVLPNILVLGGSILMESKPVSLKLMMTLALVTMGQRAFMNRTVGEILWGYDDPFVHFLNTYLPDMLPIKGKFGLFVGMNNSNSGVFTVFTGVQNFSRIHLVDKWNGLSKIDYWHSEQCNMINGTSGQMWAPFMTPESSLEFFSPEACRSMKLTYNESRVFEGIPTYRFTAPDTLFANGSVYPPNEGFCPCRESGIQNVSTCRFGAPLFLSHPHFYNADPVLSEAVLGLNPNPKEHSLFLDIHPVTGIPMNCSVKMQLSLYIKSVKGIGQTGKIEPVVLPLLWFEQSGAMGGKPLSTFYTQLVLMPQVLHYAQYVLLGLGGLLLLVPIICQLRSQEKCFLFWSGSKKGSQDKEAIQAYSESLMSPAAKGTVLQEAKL
DSG3 Ab inh – human desmoglein-3 autoantibody binding inhibition; binding (percent of control), % at 10 µM; hit rate 0.48% among 310,000; DSG3-coupled beads, scFv-anti-DSG3-GFP binding, flow cytometry; stronger effect = lower value; P32926;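 active = binding more than 3 SD below its plate's average and above zero; inconclusive = below that plate limit but binding exactly zero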;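 note: hits lower antibody fragment binding to DSG3; some compounds called inactive have numbers as strong as hits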
CDK5 p35 inh – blocks human CDK5/p35 kinase activity; Q00535+Q15078; Recombinant CDK5/p35, ADP-Glo luminescence, 60 min; inhibition, % at 10 µM; hit rate 0.01% among 330,000;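 active = highest replicate inhibition of at least 50% and at least 75% of replicates reaching 50%; inconclusive = only one of the two criteria met; inactive = both criteria failed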;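 note: plate controls were DMSO neutral control for no effect and GW8510 at 10 µM for full effect; many of its hits are not listed in these tables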
PKA-R1A activ – activators of PKA-R1A complex | hit rate 0.083% among 340,000 | PKA-R1A dissociation, Cy5-IP20 fluorescence polarization; scaled: DMSO 0%, 113 µM cGMP 100% | activation, % at 11.4 µM | P00514+P68181 | AID 504707;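 active = percent activation above the mean of all tested compounds plus 3 SD, cut at about 19% in these data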;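 note: higher means more PKAc released from R1A so a rise in polarization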
dFosB activator – mouse delta FosB homodimer activation; P13346; purified delta FosB, TAMRA-CDK5 oligo fluorescence polarization; percent of positive-control signal above neutral wells; activation, % at 25 µM; hit rate 0.99% among 340,000;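 active = mean activation above about 17%, with every replicate also reaching it, limit read from the data, passing the limit was not always enough; inconclusive = only one of the two conditions met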;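 note: fluorescence polarization rise as delta FosB binds a TAMRA Cdk5 AP-1 oligo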
Target sequence (P13346 whole entry, looked up): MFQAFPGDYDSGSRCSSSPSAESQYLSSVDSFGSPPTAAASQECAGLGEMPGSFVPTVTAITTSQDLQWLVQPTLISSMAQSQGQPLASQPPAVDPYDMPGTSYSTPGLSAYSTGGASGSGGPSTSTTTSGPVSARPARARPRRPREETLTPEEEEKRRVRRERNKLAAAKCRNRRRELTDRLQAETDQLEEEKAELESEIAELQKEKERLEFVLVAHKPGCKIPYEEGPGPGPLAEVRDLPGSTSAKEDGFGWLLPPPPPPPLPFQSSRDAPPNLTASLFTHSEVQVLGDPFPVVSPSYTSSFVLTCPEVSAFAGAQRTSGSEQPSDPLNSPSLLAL
SR-BI DiI-HDL act – activators of SR-BI mediated HDL lipid uptake; CHO ldlA[mSR-BI] cells, DiI-HDL uptake fluorescence, 3 h; 100 = double the neutral-control signal; activation, % at 12.5 µM; hit rate 0.096% among 320,000; AID 504775;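 active = mean replicate activation of at least 60% and every replicate at or above 60%; inconclusive = mean or all-replicate condition met, but not both; inactive = mean below 60% and not all replicates reaching 60%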;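 note: 0% = median plate neutral-control signal and 100% = twice that signal; values of inactives mirror those of a sister screen read the other way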
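Test system: SR-BI-overexpressing, LDLR-lacking CHO cells; Medium: Ham's F12 with 0.5% BSA, HEPES 25 mM, pH 7.4; Schedule: 3 h, 37 °C; Technique: bottom-read fluorescence, 550/595 nm.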
PKA-R2B activ – activators of human PKA-R2B complex; P22694+P31323; PKA-R2B holoenzyme dissociation, Cy5-IP20 fluorescence polarization; R2B truncated from residue 108, S112A mutant; 0% DMSO only, 100% 113 µM cGMP; activation, % at 11.4 µM; hit rate 0.079% among 340,000;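 active = activation above a cutoff set at the mean over all compounds plus 3 SD, cut at about 18% in these data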;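 note: higher means more holoenzyme dissociation and a rise in polarization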
* marks the source's active call; other numbers are inactive results; ? = inconclusive; nt = no result given.

SMILES	Arrestin-AP2 inh	NSD2 HMT inh	MITF TRPM1 HTS	SUMO Mot1 rescue	SR-BI DiI inh	DSG3 Ab inh	CDK5 p35 inh	PKA-R1A activ	dFosB activator	SR-BI DiI-HDL act	PKA-R2B activ
CC1=C(C(=O)OCCOc2ccccc2)C(c2ccc(C)o2)C2=C(CC(C)(C)CC2=O)N1 (stereo not drawn)	9.4	-0.9	0.2	-1.1	7.0	103.3	0.7	-8.4	-2.6	-7.0	0.8
COc1ccccc1NC(=O)c1ccc(NS(=O)(=O)c2cccc3cccnc23)cc1	20.9	-0.2	-3.5	67.6	20.7	110.7	-0.2	-5.5	?	-20.7	-2.5
Clc1ccc(CSc2ccc(-c3ccccn3)nn2)cc1	4.8	-4.5	9.8	-26.9	nt	13.3*	-6.9	-10.9	-0.8	nt	-8.5
COC(=O)c1c(NC(=O)C(=O)NCCCN2CCOCC2)sc2c1CC(C)(C)OC2	2.1	-3.9	7.5	-10.5	-5.0	101.0	nt	-6.8	-11.2	5.0	-12.1
Cc1cc(C)c(S(=O)(=O)N(CC(=O)O)CC(=O)O)c(C)c1	6.2	0.6	nt	-8.3	-28.1	99.3	-1.6	10.1	3.9	28.1	5.1
NC(=O)CSc1nnc(-c2ccco2)n1-c1ccccc1	-9.7	-1.7	3.0	-0.3	-41.2	101.5	0.4	-5.6	-3.6	41.2	1.0
CN(C)S(=O)(=O)NCCNC(=O)c1cc(OCC(F)(F)F)ccc1OCC(F)(F)F	3.5	nt	6.3	9.4	-21.0	103.1	1.1	-7.5	-1.7	21.0	-8.6
Cn1c(NNC(=O)c2ccc(C(C)(C)C)cc2)cc(=O)n(C)c1=O	22.0	6.4	-0.6	-15.6	-31.5	93.7	-0.8	-3.5	-7.4	31.5	3.7
CCc1nnc(NC(=O)CCc2ccccc2OC)s1	1.6	-4.2	1.1	0.7	nt	104.8	1.8	-10.5	-11.4	nt	-5.1
NC(=O)c1ccsc1NC(=O)c1nc(-c2ccccc2)n(-c2ccccc2)n1	0.6	-1.9	11.1	9.7	9.0	100.1	-1.3	1.9	-32.1	-9.0	-3.5
O=C(CSc1nc2nn(-c3ccccc3)c(=O)c-2c2n1CCCCC2)Nc1ccc(F)cc1F	21.7	2.6	21.6	-15.0	-4.4	103.7	-1.6	-10.1	-5.1	4.4	7.9
O=C(CS(=O)CC(=O)NC12CC3CC(CC(C3)C1)C2)Nc1ccc(F)cc1 (stereo not drawn)	16.4	1.9	7.7	9.4	-1.5	91.7	1.4	-0.9	-11.0	1.5	5.5
Cc1ccc(NC(=O)CN2CCc3ccccc3C2)cc1S(=O)(=O)N(C)C	34.0	-3.2	-12.0	-15.6	7.5	101.5	-1.3	-1.9	-4.9	-7.5	-3.2
CC(C)(C)c1nnc(NC(=O)C2c3ccccc3Oc3ccccc32)s1	0.8	0.0	11.9	-26.5	11.2	88.5	1.2	-3.0	-11.3	-11.2	0.5
O=C(CSc1nnc(CNC(=O)c2c(F)cccc2Cl)o1)c1ccccc1	25.9	nt	-2.9	-3.0	18.1	90.6	0.9	-12.5	-0.1	-18.1	-13.1
COC(=O)c1ccc(C(=O)OC)c(NC(=O)CN2CCCCC2)c1	41.5	-1.6	15.7	-12.6	-1.4	94.1	-0.8	-11.4	-5.6	1.4	-12.6
CCOC(=O)c1c(C)[nH]c(C)c1S(=O)(=O)NCc1ccccc1OCC	-7.4	-1.6	-14.8	-6.6	0.8	97.9	nt	0.3	-9.6	-0.8	-2.1
COc1cc(OC)cc(-c2nnc(SCC(=O)N(Cc3ccccc3)C(C)(C)C)o2)c1	36.4	1.3	-8.1	10.3	60.1	128.3	-0.9	-11.7	-15.4	-60.1	4.7
Cn1c(CCN2CCCCC2)nc2cc(NS(=O)(=O)c3ccccc3)ccc21	-8.0	0.6	nt	0.9	-23.6	nt	-1.1	-1.5	5.9	23.6	-3.1
c1ccc(-c2cn(C[C@H]3CC[C@@H]([C@@H]4CC[C@H](Cn5cc(-c6ccccc6)nn5)O4)O3)nn2)cc1	-3.9	nt	-0.1	27.2	9.1	108.3	-2.8	-8.2	-0.8	-9.1	-2.5
O=[N+]([O-])c1ccc(-[n+]2ccc3ccccc3c2)c([N+](=O)[O-])c1	-0.3	nt	-88.8	-9.9	-2.7	101.9	0.2	2.6	-4.2	2.7	-14.5
NC(=O)CC(NC(=O)Cc1ccc(Br)cc1)c1ccc(N2CCN(c3ccccn3)CC2)c([N+](=O)[O-])c1 (stereo not drawn)	-5.0	nt	-0.4	-20.0	-13.7	96.3	2.5	7.9	9.6	13.7	6.3
C/C(=N\NC(=O)c1ccc(N(C)C)cc1)c1ccc(C)c(C)c1	25.1	-2.6	1.4	-3.8	5.0	107.5	0.3	-3.6	-3.5	-5.0	-15.6
C[C@H](NC(=O)C1CCN(S(=O)(=O)c2ccccc2)CC1)C(=O)NCc1ccc(F)cc1	43.4	-7.6	5.7	5.2	-7.0	98.4	-0.8	3.1	-4.9	7.0	-7.0
Cc1ccc(NC(=O)CCNC(=O)c2ccccc2)cc1F	17.9	9.3	4.5	-6.8	nt	111.3	-0.7	-1.2	3.7	nt	-5.3
Cc1cc(C(=O)CSc2nnc(CCC(N)=O)n2C)c(C)n1C1CC1	-5.4	1.0	-0.4	nt	0.3	100.4	-0.2	6.5	-4.6	-0.3	-5.5
O=C(CCn1c(=O)oc2ccccc21)NCCN1CCc2ccccc2C1	-2.8	1.1	-13.2	-20.4	-10.5	101.2	-0.3	-7.2	1.9	10.5	2.7
CN(Cc1nccs1)C(=O)C1CCC(=O)N(CCc2ccc(Cl)cc2)C1 (stereo not drawn)	-1.6	-1.5	3.7	-7.7	-3.3	101.7	nt	-16.0	3.9	3.3	-1.6
COc1ccc(CNC(=O)C(=O)NCc2cccnc2)cc1	52.4	6.0	7.3	-7.7	-27.3	nt	0.2	3.5	-1.6	27.3	4.0
O=C(NCCCN1CCOCC1)c1ccc(CS(=O)(=O)Cc2ccccc2Cl)o1	1.3	nt	-3.4	-5.8	-11.5	92.2	0.5	9.0	-3.7	11.5	9.2
O=C(COC(=O)/C=C/c1ccco1)NCCN1C(=O)CSC1=O	8.3	nt	15.3	nt	-22.4	99.3	-0.4	-3.6	-6.2	22.4	1.0
COc1cccc(NC(=O)C(C)OC(=O)CCCNC(=O)c2ccc(Cl)cc2)c1 (stereo not drawn)	15.6	-2.4	17.2	-3.5	-14.2	100.3	3.8	-9.1	-2.9	14.2	-1.6
O=S(=O)(Nc1ccc(Cc2ccncc2)cc1)c1ccc(Br)s1	25.6	-0.2	-4.6	148.1	3.4	97.9	0.3	-5.3	-6.2	-3.4	-17.3
N#Cc1ccsc1NC(=O)CSc1nncs1	0.4	2.0	36.2	11.9	-25.4	107.6	0.1	-4.4	-1.5	25.4	-0.1
Cc1ccc2cccc(Oc3ncnc4sc(C)c(C)c34)c2n1	30.1	-1.7	1.8	8.2	77.4*	94.5	1.8	1.3	-5.9	-77.4	1.1
CCOc1ccc(CCNC(=O)CCOc2cc(C)ccc2C)cc1OCC	13.4	8.6	6.2	16.6	25.6	100.3	-0.7	6.3	-24.7	-25.6	-3.6
CCOC(=O)CSc1nc2ccccc2n1CC(=O)N1CCN(c2ccccc2)CC1	7.7	nt	12.5	-20.0	14.8	105.9	-0.5	5.6	-7.5	-14.8	4.5
Cc1csc(=O)n1CC(=O)OCC(=O)Nc1ccc(F)c(F)c1	21.2	-1.7	4.3	-3.2	-11.9	104.8	0.0	7.8	0.3	11.9	9.1
CC(=O)c1c(C)[nH]c(C(=O)OCC(=O)N2CCN(S(=O)(=O)c3ccc(C)cc3C)CC2)c1C	10.2	-0.5	nt	-19.3	38.2	101.5	-0.9	-9.6	-15.6	-38.2	-4.7
CC(=O)OC(C(=O)NCc1ccc2c(c1)OCO2)c1ccccc1Cl (stereo not drawn)	13.1	2.4	nt	-1.8	-4.2	103.8	0.4	5.8	-4.2	4.2	9.1
CSc1nsc(SCC(=O)Nc2nncs2)n1	43.6	-6.0	-9.9	-19.0	-9.5	nt	0.5	-4.9	4.7	9.5	-3.9
CCOC(=O)c1c(N)sc(=S)c2c1CCC2	21.3	16.2	-1.7	1.4	14.6	nt	2.2	1.3	-12.9	-14.6	-0.5
Cc1ccc(S(=O)(=O)Nc2ccccc2C(=O)N2CCOCC2)cc1	0.1	-0.2	-7.4	220.1	-2.9	100.6	-2.0	3.6	-0.6	2.9	1.4
Cc1ccccc1N1C(=O)c2cccc3c(N(C)CCO)ccc(c23)C1=O	-5.5	-12.4	-12.0	65.4	7.2	135.9	-1.3	-1.8	-12.3	-7.2	4.2
CC(C)(C)OC(=O)C[C@@H]1C/C=C\C[C@H](CC(=O)N(CCO)Cc2ccccc2)C(=O)NC[C@H](c2ccccc2)OC1=O	nt	nt	5.5	-1.4	4.0	101.5	-3.2	13.8	-0.6	-4.0	-6.2
COc1cc(/C=N/NC(=O)COc2ccc([N+](=O)[O-])cc2)ccc1OCC(=O)N1CCOCC1	27.0	-4.8	7.4	10.7	nt	99.2	-0.5	-7.1	-1.3	nt	-4.6
CCC(C(=O)NCCC1=CCCCC1)n1nc(C)c2c(C)n(-c3ccccc3)nc2c1=O (stereo not drawn)	-1.2	nt	-1.2	5.2	15.2	83.7	0.2	-0.5	-10.6	-15.2	1.6
CCOc1ccc2[nH]c(=O)c(CN(Cc3nnnn3CCc3ccccc3)CC3CCCO3)cc2c1 (stereo not drawn)	-2.4	-0.3	9.7	-21.9	-34.5	99.0	-0.7	-6.5	-16.8	34.5	-0.5
Fc1cccc(Cl)c1Cn1nnc(-c2ccc(N3CCOCC3)cc2)n1	-8.7	0.4	-0.7	0.5	-0.5	99.9	-0.3	-5.4	8.6	0.5	0.9

Not a hit list; 4.7% or so of the library scored in one or more.
